Mtb RmlCD inh: blocks M. tuberculosis RmlC and RmlD coupled enzymes; RmlC+RmlD coupled enzyme assay, percent inhibition; primary screen in compound mixtures; inhibition, % at 3.6 µM; actives 0.03% (n = 160,000); in the data active means inhibition mostly above about 34%, no sharp cut-off; further: some results filed as inactive read as strong as hits
Target sequence (P9WH09 whole entry, looked up): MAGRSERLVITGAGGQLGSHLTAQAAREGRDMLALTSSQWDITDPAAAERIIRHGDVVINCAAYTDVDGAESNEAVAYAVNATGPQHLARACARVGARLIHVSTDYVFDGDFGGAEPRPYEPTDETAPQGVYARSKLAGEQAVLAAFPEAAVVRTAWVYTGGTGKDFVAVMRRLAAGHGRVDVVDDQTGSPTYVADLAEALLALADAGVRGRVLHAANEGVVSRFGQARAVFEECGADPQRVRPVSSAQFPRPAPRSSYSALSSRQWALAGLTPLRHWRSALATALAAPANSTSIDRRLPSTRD
Target sequence (P9WH11 whole entry, looked up): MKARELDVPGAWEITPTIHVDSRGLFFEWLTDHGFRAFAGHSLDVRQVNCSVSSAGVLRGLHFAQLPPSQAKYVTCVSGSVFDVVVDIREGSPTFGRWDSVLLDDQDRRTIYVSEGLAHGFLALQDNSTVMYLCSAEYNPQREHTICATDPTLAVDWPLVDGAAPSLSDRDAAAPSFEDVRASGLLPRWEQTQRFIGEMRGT
M. tuberculosis GlmU: inhibition of mycobacterial GlmU enzyme – biochemical, glucosamine-1-phosphate acetyltransferase (AID 1376). actives 0.25% (n = 220,000). M. tuberculosis GlmU acetyltransferase enzyme assay; higher % means a stronger effect. one-dose inhibition, %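 (tested at 30 µM in the primary screen)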; IC50 in µM for titrated hits; in the data active means inhibition above about 13%;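 further: 0% = complete reaction with vehicle and 100% = reaction without substrate; strong numbers were not always called active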
* = called active by the depositor; nt = no result given.

Compound	Mtb RmlCD inh	M. tuberculosis GlmU
Cc1ccc(S(C)(=O)=O)cc1S(=O)(=O)Nc1ccccc1	-13	2.8%
Cc1ccc(C(=O)c2oc3ccccc3c2NC(=O)c2cc(-c3ccccc3O)n[nH]2)cc1	nt	1.8%
CN1CCc2c(c3c(n2C)CCN(C)C3c2ccc(F)cc2)C1c1ccc(F)cc1 (stereo not drawn)	-2	nt
O=S(=O)(Nc1ncn[nH]1)c1ccc2ccccc2c1	21	1.1%
O=C1NC(=O)C(Nc2cccc3ccccc23)S1 (stereo not drawn)	nt	-1.1%
Cc1cc(C)c(NC2=NCC(=O)N2C2CCCCC2)c(C)c1	nt	1.9%
CC(=O)N1CCc2cc(S(=O)(=O)NCCC(=O)Nc3ccc4c(c3)OCCO4)ccc21	-11	2.0%
COC(=O)Nc1sc2c(c1C(=O)NC1CC1)CCCCCC2	11	5.8%
c1ccc(-n2nnnc2NCCc2c[nH]c3ccccc23)cc1	-10	1.0%
NC(=O)COC(=O)Cc1coc2cc3c(cc12)CCC3	2	7.0%
CS(=O)(=O)N1CCN(c2ccccc2NC(=O)c2cccc3ccccc23)CC1	nt	-2.0%
CC1CCCCC1NC(=O)COn1nnc2ccc(Cl)cc21 (stereo not drawn)	nt	1.6%
Cc1cccc(C)c1OCC(=O)Nc1cccc(C(=O)O)c1	-1	-3.4%
Cc1ccccc1/C=N/NC(=O)c1sccc1C	-4	0.8%
Cc1ccc(C(C(=O)NC2CCCCC2)N(CC2CCCO2)C(=O)CNC(=O)c2ccco2)cc1 (stereo not drawn)	6	-3.9%
O=C(NCCc1ccccc1)[C@@H]1CC=C[C@@H]2CCN(C3CCCCC3)C(=O)[C@@H]21	nt	-4.4%
O=C(Oc1ccccc1)c1cccc2cccnc12	4	-3.5%
O=C(Nn1c(Cc2cccs2)nc2ccccc2c1=O)c1ccc(F)c(F)c1	nt	2.1%
CCCCOc1ccc(C(C)NC(=O)C2CCCN(S(=O)(=O)CCC)C2)cc1 (stereo not drawn)	nt	3.1%
O=C(Cn1cnc2c(cnn2-c2ccc(Cl)cc2)c1=O)NCCc1ccccc1	nt	-2.8%
CCn1c(=S)ccc2ccc(OC)cc21	-8	8.3%
CC(NC(=O)c1cccc(Cn2cc([N+](=O)[O-])cn2)c1)c1ccc(C(C)(C)C)cc1 (stereo not drawn)	-9	-0.4%
CC(C)CN(C)C(=O)CCc1nnc(Cc2ccc(-c3ccccc3)cc2)o1	-18	-4.0%
CC(C)=C1C2CCC1C1C(=O)N(c3nc(-c4ccc(F)cc4)c(C)s3)C(=O)C21 (stereo not drawn)	-2	0.4%
CC(Cc1c[nH]c2ccccc12)NC(N)=O (stereo not drawn)	-8	2.0%

Reprinted from the part before: 2 entries, then new ones.
Compound	Mtb RmlCD inh	M. tuberculosis GlmU
CC(C)=C1C2CCC1C1C(=O)N(c3nc(-c4ccc(F)cc4)c(C)s3)C(=O)C21 (stereo not drawn)	-2	0.4%
CC(Cc1c[nH]c2ccccc12)NC(N)=O (stereo not drawn)	-8	2.0%
Cc1ccccc1C(=O)N/N=C1/SCC(=O)N1Cc1ccc2c(c1)OCO2	nt	-1.5%
COc1ccc(C)cc1NC(=O)C(Sc1nncn1C)c1ccccc1 (stereo not drawn)	-7	2.0%
CC(=O)c1c(O)cc(=O)n(-c2ccccc2)c1-c1ccc(Cl)cc1	-7	-7.2%
Clc1ccc(-c2nnc(NCc3ccccc3)c3ccccc23)cc1	6	0.3%
COC(=O)CCN(C(=O)c1ccc(N2CCCCC2)c([N+](=O)[O-])c1)c1ccccn1	-6	-1.3%
C=CCNC(=S)N(C1CCCCC1)C1CCCCC1	-9	3.5%
Cc1cc2c(s1)c1cnn(CC(=O)NCCc3ccccc3)c(=O)c1n2C	7	-3.1%
Cc1onc(-c2ccccc2)c1C(=O)c1c[nH]c(C(=O)NCc2ccccn2)c1	3	-3.0%
O=C(NCC1CCCO1)C(c1cccs1)N(C(=O)c1ccc(-c2ccccc2)[nH]1)C1CCCC1 (stereo not drawn)	nt	-2.1%
C/C(=N\S(=O)(=O)c1ccc(C)cc1)NC(=S)Nc1ccccc1	2	1.0%
COC(=O)CN1C(c2ccccc2)=Nc2ccc(Cl)cc2C1c1ccccc1 (stereo not drawn)	35	-0.3%
Cc1noc(C)c1COc1ccc(C(=O)OCC(=O)Nc2c(C)n(C)n(-c3ccccc3)c2=O)cc1	nt	-0.9%
CCCCCCCC[n+]1cccc(C(=O)N2c3c(nc(N)[nH]c3=O)NC(C)C2C)c1 (stereo not drawn)	nt	0.4%
CCOC(=O)CC(=O)CSc1ncnc2c1nnn2-c1ccc(F)cc1	-9	0.2%
O=C(NCc1ccncc1)C(=O)NCc1ccco1	10	5.2%
CCCn1c(SCC(=O)Nc2cc(S(=O)(=O)N3CCOCC3)ccc2OC)n[nH]c1=O	0	3.9%
O=C1C2C3c4ccccc4C(c4ccccc43)C2C(=O)N1Cc1ccco1 (stereo not drawn)	nt	-1.1%
COc1ccc(N=Nc2ccc(O)c3ncccc23)cc1	nt	-4.5%
Cc1ccc(C)n1-c1nccc(-c2ccco2)n1	4	5.1%
COC(=O)C1=C(C)NC(=O)CC1c1ccc(C(=O)OC)cc1 (stereo not drawn)	-7	6.0%
Cc1ccc(-c2ccc(/C=N/NC(=O)CN3CCOCC3)o2)cc1[N+](=O)[O-]	14	-4.1%
COc1cc(OC)c(OC)cc1/C=N/NC(=O)c1ccc(=O)n(C)c1	-3	-3.7%
Cc1ccc(S(=O)(=O)N(C)CCCC(=O)Nc2ccncc2)cc1	8	nt
O=S1(=O)N=C(N/N=C/c2ccco2)c2ccccc21	-10	-6.6%
CCOCCCNCc1cc(Br)ccc1OCc1ccccc1	-1	-7.1%
NC(=S)N/N=C/c1ccccc1OCc1cccc(Cl)c1	-2	0.6%
CC1CC(=O)C2=C(C1)Nc1ncnn1C2c1ccccc1 (stereo not drawn)	nt	4.2%
Cc1cc(C(=O)Nc2c(F)cc(F)cc2Br)c(C)o1	36	6.4%
Cc1cccc(NCc2ccc(O)c3ncccc23)c1C	13	-1.6%
O=C(N/N=C\c1cn(-c2ccccc2)nc1-c1ccccc1)c1ccc2c(c1)OCO2	-3	0.8%
Cc1n[nH]c(C)c1CCc1nc2c3ccccc3nc(SCC(N)=O)n2n1	nt	-1.5%
Cc1ccc(C2CC(c3ccccc3OC(F)F)Nc3ncnn32)cc1 (stereo not drawn)	8	2.7%
Cc1nc(CC(=O)O)c(-c2ccccc2)s1	5	1.4%
CC(=O)N1CCc2cc(NC(=O)c3ccc(C)cc3)ccc21	nt	1.0%
Cc1cc(C(=O)N/N=C/c2cccs2)no1	7	-3.0%
CCCCN1C(=O)N(C)C2NC(=S)NC21 (stereo not drawn)	-7	-2.6%
CCC(Oc1ccccc1)C(=O)NCCOC (stereo not drawn)	-8	-0.8%
Cc1ccc(CNC(=O)C2CC(c3ccc(C(F)(F)F)cc3)=NO2)o1 (stereo not drawn)	nt	1.0%
CC(=O)Nc1ccc(-c2ccc(NC(C)=O)cc2)cc1	1	nt
Cc1ncc([N+](=O)[O-])n1CC(=O)NC1CCCCCC1	0	3.0%
O=C(/C=C/c1ccc[nH]1)c1ccccc1	-8	-1.1%
COc1ccccc1CNC(=O)CSc1nc(-c2ccccc2)cn1N	3	6.7%
COc1ccccc1-c1noc(-c2cc(OC)c(OC)c(OC)c2)n1	60	-2.5%
O=C(c1nnsc1S(=O)(=O)c1ccc(Cl)cc1)N1CCOCC1	4	0.9%
Cc1ccccc1CSCC(=O)Nc1ccccc1-c1ccccc1	nt	-5.3%
COc1cccc(Cn2c(=O)ccc3ccccc32)c1	2	0.0%
CN1CCN(CC(=O)Nc2nc(-c3c[nH]c4ccccc34)cs2)CC1	nt	-0.8%
CC(=O)c1cccc(NC(=O)NCc2ccco2)c1	nt	-1.3%
CCOCCCNC(=O)c1ccc2c(=O)n(Cc3ccc4c(c3)OCO4)c(=S)[nH]c2c1	5	-11%
CC1=C(C(=O)N2CCOCC2)C(c2ccc(Cl)cc2)NC(=S)N1 (stereo not drawn)	-6	0.2%

Part of the list above in order of number of heavy atoms, smallest number first:
Compound	Mtb RmlCD inh	M. tuberculosis GlmU
NC(=O)COC(=O)Cc1coc2cc3c(cc12)CCC3	2	7.0%
CC(=O)c1c(O)cc(=O)n(-c2ccccc2)c1-c1ccc(Cl)cc1	-7	-7.2%
COc1cc(OC)c(OC)cc1/C=N/NC(=O)c1ccc(=O)n(C)c1	-3	-3.7%
Cc1ccc(C(=O)c2oc3ccccc3c2NC(=O)c2cc(-c3ccccc3O)n[nH]2)cc1	nt	1.8%

Additional entries:
Compound	Mtb RmlCD inh	M. tuberculosis GlmU
CCCCC1=CC2=C(c3ccco3)C(=O)C(C)(OC(=O)c3ccc(OC)cc3)C(=O)C2=CN1c1ccccc1 (stereo not drawn)	nt	0.1%
Cc1cc(C(=O)C(=O)O)c(C)n1-c1ccc(Cl)cc1	nt	1.9%
COc1ccc(/C=C/C(=O)OCC(=O)N2CC(=O)Nc3ccccc32)cc1S(=O)(=O)N1CCOCC1	-7	1.6%
CC(C)c1nc2ccccc2n1CCC(=O)O	-9	-5.0%
CCOC(=O)c1c(CN2CCOCC2)n(-c2ccccc2)c2cc(Br)c(OC)cc12	nt	0.7%
CC(C)(C)OC(=O)N1CCCN(C(=O)Nc2ccc(C(F)(F)F)cc2)CC1	-6	-0.4%
COc1cc(OC)c(OC)cc1/C=C/C(=O)c1ccc(NS(=O)(=O)c2ccc(C)cc2)cc1	-14	7.0%
CCOC(=O)Cc1csc(NC(=O)CSc2nc(N)c3c(C)c(C)sc3n2)n1	nt	2.2%
FC(F)c1nc2ccccc2[nH]1	-6	2.7%
O=C(CCn1c(=O)[nH]c2ccccc2c1=O)NCCCN1CCN(c2cccc(Cl)c2)CC1	27	-3.5%
CC1(C)CC(=O)C(C2NCCc3ccccc32)=C(O)C1 (stereo not drawn)	101	2.2%
CC(=O)Nc1ccc(S(=O)(=O)Nc2cccc3[nH]ncc23)cc1	-11	-0.3%
C/C(=N\Nc1cc(C)nc(NCc2ccccc2)n1)c1ccc([N+](=O)[O-])cc1	-8	-1.4%
Cc1nc2c(=O)[nH]c(=S)n(C)c2nc1C	-2	-1.3%
COc1cccc(C(c2nnnn2CS(=O)(=O)c2ccc(C)cc2)N2CCN(C)CC2)c1OC (stereo not drawn)	-2	-0.8%
Clc1cccc(-c2nnc(-c3ccccc3)o2)c1	7	-1.3%
O=C(Nc1cccc(Br)c1)c1ccn[nH]1	-4	4.9%
O=C(Nc1ccc(N2CCN(C(=O)c3ccco3)CC2)c(Cl)c1)c1cccnc1	3	3.9%
COc1cc(Nc2nnc(C)s2)c(Cl)cc1Cl	nt	0.7%
CC1(C)C(c2ccccc2)=NC(c2ccc(F)cc2)N1O (stereo not drawn)	nt	-0.7%
COc1cc2c(cc1OC)CN(C(=O)c1ccccc1C(=O)O)CC2	30	-0.2%
CCOC(=O)c1sc(=NC(=O)CCS(=O)(=O)c2ccccc2)n(C)c1C	-7	-1.9%
OC(CN1C2=NCCCN2c2ccccc21)c1ccc(Br)cc1 (stereo not drawn)	-1	-3.3%
O=C(O)c1nc2ccccc2nc1C(=O)O	-6	0.0%
CC(C)C(NC(=O)c1ccccc1NC(=O)c1ccco1)C(=O)O (stereo not drawn)	nt	1.3%
CCOC(=O)N1CCN(C(=O)c2ccc3c(SCC(=O)O)c4c(nc3c2)CCC4)CC1	7	-5.2%
Cc1ccc(S(=O)(=O)N2CCCC2C(=O)Nc2nc3ccccc3s2)cc1 (stereo not drawn)	nt	3.3%
Cc1cc(C(=O)Nc2cnn(Cc3ccc(Cl)cc3Cl)c2)no1	5	-0.4%
COc1ccc(C2CC(c3ccccc3)=NN2C(=O)COC(=O)c2cccc(S(=O)(=O)N(C)C)c2)cc1 (stereo not drawn)	-3	2.1%
COc1cc(/C=N/NC(=O)C2COc3ccccc3O2)ccc1O (stereo not drawn)	-13	1.1%
O=C(CC1S/C(=N/N=C/c2cccnc2)NC1=O)Nc1ccccc1 (stereo not drawn)	6	4.2%
CC(=O)N[C@@H](Cc1c[nH]c2ccccc12)C(=O)OCC(=O)Nc1ccc(S(=O)(=O)N(C)C)cc1	4	-0.6%
c1ccc(Nc2ccc3c4c(cccc24)CC3)cc1	nt	2.5%
Cc1cc(Cc2cc(C)c(N)cc2C)c(C)cc1N	-18	-1.9%
CC(=O)OCC1OC(n2ccc3ccccc32)C(OC(C)=O)C(OC(C)=O)C1OC(C)=O (stereo not drawn)	-4	4.3%
O=c1cc(N2CCc3ccccc3C2)[nH]c(=O)n1C1CCCCC1	1	-6.2%
CCC(=O)NC(Nc1nc2ccc(C)cc2s1)(C(=O)OC)C(F)(F)F (stereo not drawn)	-5	nt
O=C(c1ccc(Cl)cc1)C1CCCN(C(=O)/C=C/c2ccccn2)C1 (stereo not drawn)	-10	-1.1%
Cc1nc(-c2cccc(S(=O)(=O)N3CCCCCC3)c2)cs1	nt	-2.1%
O=C(O)c1cc(Br)ccn1	-14	-7.0%
CN(C)c1nc(N)nc(-c2cccnc2)n1	18	-0.6%
CC(C)CC(=O)Nc1ccc(-c2nc3ccccc3c(=O)[nH]2)cc1	nt	-3.9%
COc1ccccc1NC(=S)N(C(C)C)C(C)c1ccccn1 (stereo not drawn)	1	-5.9%

High-throughput results: PubChem, several laboratories

This is a subset; rates above refer to the full screens.
